Screens as filed in PubChem.
pCIP destab = p/CIP-EGFP fusion destabilizers, primary screen, fluorescence, F442A cells | Q05BA5 | 16 h | decrease of EGFP signal, % at 10 µM | 290,000 compounds, 0.01% hits | AID 1984, 2009;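 active means EGFP signal decrease of at least 30% at 10 µM or well 3 SD below plate mean, unless failing retest; inactive means the rest, including hits failing retest or dose response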; further: some compounds called inactive have numbers as strong as hits; many of its hits are not listed in these tables
Target sequence (Q05BA5 1-1403): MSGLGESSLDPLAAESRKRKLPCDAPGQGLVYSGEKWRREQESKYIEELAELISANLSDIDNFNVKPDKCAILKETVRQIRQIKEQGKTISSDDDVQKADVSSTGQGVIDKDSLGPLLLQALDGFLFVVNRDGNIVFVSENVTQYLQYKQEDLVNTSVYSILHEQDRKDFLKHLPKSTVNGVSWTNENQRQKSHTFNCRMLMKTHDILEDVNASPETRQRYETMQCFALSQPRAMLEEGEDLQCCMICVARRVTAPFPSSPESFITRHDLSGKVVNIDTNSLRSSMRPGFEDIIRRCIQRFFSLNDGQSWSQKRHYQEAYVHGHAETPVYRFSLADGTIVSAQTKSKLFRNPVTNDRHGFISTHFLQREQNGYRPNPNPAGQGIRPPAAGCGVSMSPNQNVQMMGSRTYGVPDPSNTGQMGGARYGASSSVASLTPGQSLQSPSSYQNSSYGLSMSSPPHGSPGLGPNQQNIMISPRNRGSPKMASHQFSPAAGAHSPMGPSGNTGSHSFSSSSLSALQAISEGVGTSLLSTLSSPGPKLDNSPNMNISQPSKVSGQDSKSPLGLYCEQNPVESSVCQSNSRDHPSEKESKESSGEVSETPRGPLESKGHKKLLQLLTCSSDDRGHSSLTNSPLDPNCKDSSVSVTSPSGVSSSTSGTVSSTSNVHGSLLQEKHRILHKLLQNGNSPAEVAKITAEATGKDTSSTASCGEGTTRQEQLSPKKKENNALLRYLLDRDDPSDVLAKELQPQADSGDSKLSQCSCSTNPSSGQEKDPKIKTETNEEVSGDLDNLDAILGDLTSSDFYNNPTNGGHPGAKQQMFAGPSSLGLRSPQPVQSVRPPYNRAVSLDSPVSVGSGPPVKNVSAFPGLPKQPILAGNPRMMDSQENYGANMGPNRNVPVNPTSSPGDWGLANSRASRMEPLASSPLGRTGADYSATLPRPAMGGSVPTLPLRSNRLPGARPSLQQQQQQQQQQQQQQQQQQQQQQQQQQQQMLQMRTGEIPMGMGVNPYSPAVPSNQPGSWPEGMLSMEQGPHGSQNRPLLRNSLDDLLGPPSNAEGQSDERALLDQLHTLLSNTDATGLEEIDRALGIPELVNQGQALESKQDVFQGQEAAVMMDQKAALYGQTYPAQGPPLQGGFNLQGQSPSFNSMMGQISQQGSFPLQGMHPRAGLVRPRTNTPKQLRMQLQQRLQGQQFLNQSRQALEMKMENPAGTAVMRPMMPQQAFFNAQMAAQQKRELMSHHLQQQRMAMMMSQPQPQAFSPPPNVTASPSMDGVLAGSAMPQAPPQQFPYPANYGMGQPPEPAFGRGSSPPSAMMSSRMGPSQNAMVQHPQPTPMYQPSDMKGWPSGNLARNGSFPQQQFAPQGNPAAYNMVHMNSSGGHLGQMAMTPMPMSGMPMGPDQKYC
DNA FID counter = compounds displacing fluorescent DNA intercalator, primary screen, artefact control for HCV NS3 helicase inhibitor project, biochemical, FID fluorescence. DNA fluorescent intercalator displacement. inhibition, % at 7.9 µM. 290,000 compounds, 0.17% hits; in the data active means inhibition above about 37%;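 further: 0% = vehicle and 100% = reference compound; higher means more ethidium bromide displaced from hairpin DNA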
SUMO HTRF inh = inhibitors of in vitro SUMOylation cascade, primary screen, biochemical, HTRF, uHTS; HTRF SUMOylation assay, SAE1/SAE2 + UBC9; 290,000 compounds, 0.36% hits; inhibition, % at 35 µM; AID 2006, 2009; in the data active means inhibition above about 50%, passing the limit was not always enough; further: strong numbers were not always called active
IDE cell inh = human IDE inhibitors in live cells, primary screen, fluorescence polarization, HEK cells, FAbetaB substrate | FAbetaB cleavage | inhibition, % at 5.59 µM | 320,000 compounds, 0.41% hits | AID 434962, 2010;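 active means percent inhibition above the average of all tested compounds plus 3 SD, set per screening campaign, cut at about 16% in these data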;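 further: IDE supplied by intact live HEK cells; FP after avidin binding of uncleaved biotin substrate so inhibition keeps polarization high; 0% = DMSO wells and 100% = 60 µM reference IDE inhibitor Ii1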
NS3 helicase inh = inhibitors of HCV NS3 helicase, primary screen, biochemical, Cy5 molecular beacon fluorescence; Hepatitis C virus NS3 helicase; NS3 helicase DNA unwinding; inhibition, % at 10.9 µM; 290,000 compounds, 0.56% hits; AID 1800, 2009;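 active means inhibition above the mean of all tested compounds plus 3 SD, set per campaign, cut at about 35% in these data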;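 further: 0% = DMSO wells and 100% = thioflavine S control wells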
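Material: hepatitis C virus NS3 helicase domain fragment enzyme; measured by: Cy5 fluorescence, 0 and 60 min reads; control set: DMSO and thioflavine S; incubation: 60 min unwinding reaction at 25 °C after ATP addition; read-out basis: % inhibition from 60/0 min fluorescence ratio, DMSO 0%, thioflavine S 100%; repeats: singlicate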
IMP-1 inh = IMP-1 metallo-beta-lactamase inhibitors, primary screen, biochemical, epi-absorbance readout, Pseudomonas aeruginosa enzyme. metallo-beta-lactamase IMP-1 (Pseudomonas aeruginosa). AID 1556, 2009. purified IMP-1, nitrocefin hydrolysis, epi-absorbance fluorescence. 290,000 compounds, 0.45% hits. inhibition, % at 5.6 µM;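 active means inhibition above the mean plus 3 SD of all compounds in the same screening run, cut at about 4.5% in these data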;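 further: 0% = IMP-1 with DMSO and 100% = DMSO wells lacking enzyme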
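System: purified IMP-1; amount: IMP-1 0.2 nM before substrate addition; compound: single dose, 5.6 µM; times: 25 °C, 15 min preincubation, 25 min reaction; signal: Epi-absorbance via hydrolysed-nitrocefin quenching of white-plate fluorescence, 480/530 nm, EDTA stop; benchmarks: DMSO with and without IMP-1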
IDE cell activ = human IDE activators in live cells, primary screen, fluorescence polarization, HEK cells, FAbeta-B substrate; FAbeta-B cleavage; 0% vehicle, 100% cell-free pure enzyme wells; activation, % at 5.96 µM; 340,000 compounds, 0.073% hits; AID 493087, 2011;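 active means activation above the mean of all tested compounds plus 3 SD, set per screening campaign, cut at about 17% in these data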
VIM-2 inh = VIM-2 metallo-beta-lactamase inhibitors, primary screen, biochemical, epi-absorbance readout, Pseudomonas aeruginosa enzyme; purified VIM-2, nitrocefin hydrolysis, epi-absorbance fluorescence; inhibition, % at 5.6 µM; 290,000 compounds, 0.89% hits;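 active means inhibition above the mean of all tested compounds plus 3 SD, cutoff set per screening run, cut at about 7.5% in these data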;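 further: red hydrolysis product quenches plate fluorescence so inhibitors raise well fluorescence; 0% = enzyme with DMSO and 100% = DMSO without enzyme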
PfM18AAP inh = PfM18AAP inhibitors, malaria aminopeptidase, primary screen, biochemical, QFRET, recombinant enzyme; M18 aspartyl aminopeptidase (Plasmodium falciparum 3D7); H-Glu-NHMec fluorogenic cleavage; inhibition, % at 7.35 µM; 290,000 compounds, 1.2% hits; AID 1822, 2009;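 active means inhibition above the campaign mean inhibition over all tested compounds plus 3 SD, cut at about 28% in these data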;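 further: 0% = plate median of test compound wells and 100% = 2 mM ZnCl2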
Active calls of the source: *; . = no result given. The order is random (roughly 3.6% active in at least one column).

SMILES,pCIP destab,DNA FID counter,SUMO HTRF inh,IDE cell inh,NS3 helicase inh,IMP-1 inh,IDE cell activ,VIM-2 inh,PfM18AAP inh
Cc1cccc(-n2ccc(=O)c(C(=O)O)n2)c1,-8.0,-2.9,4.6,-3.9,-1.0,-1.5,4.0,2.4,-15.1
O=C(O)c1ccccc1SCc1csc(-c2ccccc2)n1,-11.3,-29.9,1.2,5.3,20.1,-3.7,1.4,-2.4,-5.3
Cc1c(N/C(=N/S(=O)(=O)c2ccc(Cl)cc2)c2ccccc2)c(=O)n(-c2ccccc2)n1C,-0.3,-24.3,-12.8,5.1,-1.9,-1.5,.,-2.3,-1.4
CCCCOc1ccc(OC(=O)c2cccnc2)cc1,5.8,-10.0,9.3,1.2,-4.3,-0.7,2.0,-2.4,3.7
O=C(NCc1ccc(F)cc1)C(Cc1ccccc1)NS(=O)(=O)c1cccs1 (stereo not given),-18.2,-6.9,0.8,1.2,-1.5,-1.0,5.2,-1.9,5.2
CCOC(=O)C1=C(O)/C(=C/c2ccc(-c3ccccc3C(=O)O)o2)SC1=Nc1ccc(OC)cc1,-39.1,-16.9,45.7,.,17.2,-4.4,-0.2,11.3*,-3.9
COc1cccc2c(=O)n(CC(=O)Nc3cccc(F)c3)ccc12,-9.6,-1.5,19.8,4.7,0.2,-5.2,9.3,-4.9,7.7
CCN(Cc1nc2ccccc2n1C)c1ccccc1,-10.4,-10.1,13.3,-0.7,-6.3,-2.1,1.9,-0.9,-5.5
CCN1CCc2nc(SCC(=O)Nc3ccc(OC)cc3)c(C#N)cc2C1,-4.8,2.2,16.4,2.8,-13.9,-3.7,0.2,-5.2,10.8
CCC1CN(C(=O)N2CCC(C(=O)NCc3ccco3)CC2)c2cc(C)ccc2O1 (stereo not given),-16.4,-41.7,10.7,2.5,-1.5,-0.4,4.4,-2.3,-2.6
CCC(C)C(NC=C1C(=O)OC(C)(C)OC1=O)C(=O)O (stereo not given),-5.3,-4.2,12.3,1.2,0.0,0.9,6.8,-1.9,7.8
Cc1cc(C)c(OCCCCN(C)C)c(Br)c1,24.5,22.1,-8.1,1.0,-0.8,-3.0,-5.1,-1.6,5.7
CCCn1cc(S(=O)(=O)c2ccc(OC)cc2)c(=O)c2cc(OC)ccc21,-13.2,-30.2,14.6,7.9,13.2,-0.8,6.5,-2.8,13.0
O=C(NC(Cc1ccccc1)c1nc2ccccc2[nH]1)c1ccc(Cl)c([N+](=O)[O-])c1 (stereo not given),1.3,4.5,-12.3,-5.0,-2.9,-2.7,6.4,-3.6,4.1
C=CCNC(=O)c1cc2cccc(OC)c2oc1=O,-12.3,6.3,34.0,1.4,9.0,-3.0,5.2,4.5,-11.1
CC1=NN(c2ccc(C(F)(F)F)cn2)C(=O)C1,-6.7,-0.6,4.9,3.2,-19.9,-2.7,6.4,-3.0,-1.8
Cc1cnc(NC(=O)C(C)N2CCN(C)CC2)s1 (stereo not given),-19.6,9.5,2.6,0.1,-18.8,-5.0,-0.5,-2.9,-2.2
COc1ccc(NC(=O)COc2nsnc2N2CCCCC2)cc1,-8.5,-10.9,-16.3,-0.5,4.3,-3.9,6.0,-2.8,5.2
COc1cc(C(=O)OCC(=O)NC2CCS(=O)(=O)C2)ccc1OCc1c(C)noc1C (stereo not given),-2.7,-2.6,4.6,2.8,-1.0,-1.3,3.6,0.0,0.9
CC(C)CNC(=O)CC(c1ccccc1)c1ccccc1,6.8,-4.6,-2.2,3.1,4.0,-2.4,6.2,0.3,5.3
COc1ccccc1N1CCN(C(=O)CNC(=O)Cn2cnc3sc(C)c(C)c3c2=O)CC1,-0.7,-38.5,18.3,-3.5,6.0,-0.7,3.0,-2.3,-0.6
COc1cccc(Oc2c(C)oc3c(CN4CCCC4)c(O)ccc3c2=O)c1,7.3,0.9,40.2,-2.9,-5.5,-2.9,4.5,-1.3,-2.6
NC(=O)c1ccc(N2CCOCC2)nc1,-10.1,-0.7,17.8,-0.7,-3.2,-0.5,4.1,-0.3,3.2
Cc1cc(C)n(CCC(=O)Nc2cccc(F)c2)n1,-6.5,-1.9,17.3,-1.0,-8.8,-0.2,8.9,-1.6,4.9
O=C(Nc1cccnc1Cl)c1cccc(F)c1,-5.1,-1.1,5.7,3.1,9.8,0.3,.,-0.7,-5.1
Cc1ccc(C(=O)NCC(=O)OCC(=O)NC2CCCCCCC2)cc1,5.5,-30.1,4.3,-1.4,-0.8,-1.6,-1.4,-3.2,7.8
CC(=O)N1CC=CC1(C)C(=O)O (stereo not given),-4.9,-2.4,7.7,-0.4,3.6,-4.8,0.5,-2.8,2.3
COc1cccc(C2(O)CCN(C(=O)C3CCC3)CC2)c1,-4.0,-8.2,9.3,-0.6,-3.2,-1.5,2.9,-1.0,3.4
COc1ccccc1NC(=O)c1ccc(NC(=O)CSc2n[nH]c(N)n2)cc1,-11.5,-6.9,6.7,-5.2,-4.8,-3.0,5.0,-1.3,-3.8
COc1ccc(C2C(C#N)=C(N)Oc3cc(O)ccc32)cc1OC (stereo not given),-12.9,2.0,16.7,0.8,3.4,-3.1,0.1,-2.4,1.4
Cc1cccc(OCC(=O)NCCN2CCOCC2)c1,-63.0,1.3,18.3,1.5,-0.4,0.9,-1.5,-0.7,-3.6
C[C@@H]1C[C@H]2[C@@H]3C[C@H](F)C4=CC(=O)C=C[C@]4(C)[C@@]3(F)[C@@H](O)C[C@]2(C)[C@@]1(O)C(=O)CO,-5.8,-13.1,-14.6,-0.5,7.0,-1.0,2.0,-3.6,1.4
CCCCc1n[nH]c(=S)n1Cc1ccc(C)cc1,-11.1,-21.4,-3.5,5.1,23.4,-0.8,-0.1,23.4*,7.8
CCC(c1nnc(SCC(=O)Nc2cccc(S(N)(=O)=O)c2)n1-c1ccc(OC)cc1)N(C)C (stereo not given),-6.4,-11.5,8.8,-3.3,-7.6,-2.0,-2.2,-2.2,1.0
Cc1ccc(CN(Cc2ccco2)C(=O)c2ccco2)cc1,-5.0,-29.8,-7.0,0.7,5.4,-5.2,1.4,-3.7,5.7
C=CCOc1ccc(NC(=O)C(=O)NCCCn2ccnc2)cc1,-11.7,2.0,1.0,-2.4,-10.6,-3.1,-1.3,-1.7,1.4
CC(Sc1ncc(C#N)c(N)n1)C(=O)Nc1ccccc1 (stereo not given),5.1,1.2,-12.4,4.1,3.8,-0.8,-0.6,-1.6,-1.0
Cc1cc(=O)[nH]c(SCC(=O)c2ccc(C)c(C)c2)n1,7.7,-12.0,4.7,6.4,3.3,-4.4,1.0,0.6,-14.1
Cc1ccc(OCC(=O)N2N=C(c3ccncc3)CC2(O)C(F)(F)F)cc1C (stereo not given),-2.0,-20.9,14.6,1.4,14.4,-2.2,-0.3,0.0,-5.6
C=CCn1c(SCC(=O)N(C)C2CCS(=O)(=O)C2)nnc1-c1ccncc1 (stereo not given),6.4,-3.8,19.7,6.0,1.8,-2.3,5.3,-0.8,-0.6
O=C1CN(C(=O)COC(=O)c2cccc(S(=O)(=O)NCc3ccccc3)c2)c2ccccc2N1,-3.3,-23.7,13.6,3.4,2.1,-3.6,-1.4,-3.6,4.6
O=C(CSc1ccc(-c2ccco2)nn1)NCc1ccccc1,-11.9,-6.0,18.3,-1.9,9.4,-1.2,1.6,-1.9,-18.1
CCCc1cc(C(=O)Nc2ccccc2SC)no1,-19.4,2.5,3.9,0.9,8.5,-3.7,-3.1,-1.6,-5.6
CCOC(=O)c1nc2sc(C)c(C)c2c(=O)[nH]1,-0.8,-1.4,43.1,0.1,12.9,-1.0,2.2,-4.6,1.0
O=C(Cn1nc(C(F)F)cc1C(F)F)NNC(=S)Nc1ccc(Cl)cc1,3.7,-2.8,-21.2,1.3,3.2,-5.9,-2.8,-4.7,1.9
CCOC(=O)C1(Cc2ccc(OC)cc2)CCN(C(=O)c2cc(C)on2)CC1,-6.2,-39.5,-2.6,0.3,15.3,0.6,-0.5,1.7,-1.9
CC(C)CC1(C)NC(=O)N(Cc2cc([N+](=O)[O-])cc3c2OCOC3)C1=O (stereo not given),-0.5,-4.1,21.5,0.2,35.5,0.6,4.7,0.6,-5.5
CCOc1ccc(C2=[N+]([O-])C(C)(C)N(O)C2(C)C)cc1,-8.3,-3.2,0.2,-1.0,2.1,-1.6,7.3,-1.6,4.4
O=C(Nc1ccc(O)c(-c2nc3ccccc3o2)c1)C1(c2ccccc2)CCCC1,-11.4,-2.8,22.8,-1.9,-7.5,-3.0,5.5,-2.9,2.5
CC1CCCCN1S(=O)(=O)c1ccc(C(=O)Nc2nnc(-c3ccccn3)o2)cc1 (stereo not given),-1.5,-38.1,5.6,4.2,-3.9,-2.4,5.7,-0.1,-6.9
CCNC(=O)C1CCCN(c2nc(C)cc(C)n2)C1 (stereo not given),-9.3,-4.5,12.7,11.0,-2.5,-3.9,3.4,0.9,0.7
CC(=O)c1ccc(S(=O)(=O)Nc2ccc(-c3cn4c(n3)SCC4)cc2)cc1,14.4,-6.1,1.6,3.2,4.4,-1.1,1.5,0.7,6.6
CC(=O)c1c(-c2ccccc2)[nH]c2ccccc12,-0.4,-2.7,12.8,-1.0,2.9,0.8,6.4,0.1,-0.6
COc1ccc(N2CCN(Cc3cc4c(cc3Br)OCCO4)CC2)cc1,0.2,-9.3,-12.6,-3.2,-26.1,-1.9,1.4,-2.7,4.4
COc1ccc(NC(=O)CN(C)S(=O)(=O)c2ccc(Cl)cc2)c([N+](=O)[O-])c1,8.9,0.7,21.4,-0.7,1.3,-0.5,1.9,-1.2,1.2
O=C(NCCc1ccc(Cl)cc1)C1CCCO1 (stereo not given),-7.3,-6.2,9.8,-0.2,0.1,-2.6,4.4,0.9,0.0

Two compounds from above, reduced to VIM-2 inh, DNA FID counter and pCIP destab.
canonical_smiles	VIM-2 inh	DNA FID counter	pCIP destab
CC1CCCCN1S(=O)(=O)c1ccc(C(=O)Nc2nnc(-c3ccccn3)o2)cc1 (stereo not given)	-0.1	-38.1	-1.5
CCNC(=O)C1CCCN(c2nc(C)cc(C)n2)C1 (stereo not given)	0.9	-4.5	-9.3
